# Bioassay records: PubChem BioAssay, several laboratories
# STK33 kinase inh – human STK33 kinase inhibition. inhibition, % at 10 µM. Q9BYT3. purified STK33, MBP phosphorylation, ADP-Glo luminescence. 320,000 compounds, 0.073% hits. AID 2661;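 active = inhibition at or above 25%, using the most active replicate where run in duplicate; inactive = inhibition below 25%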
# Target sequence (Q9BYT3 whole entry, looked up): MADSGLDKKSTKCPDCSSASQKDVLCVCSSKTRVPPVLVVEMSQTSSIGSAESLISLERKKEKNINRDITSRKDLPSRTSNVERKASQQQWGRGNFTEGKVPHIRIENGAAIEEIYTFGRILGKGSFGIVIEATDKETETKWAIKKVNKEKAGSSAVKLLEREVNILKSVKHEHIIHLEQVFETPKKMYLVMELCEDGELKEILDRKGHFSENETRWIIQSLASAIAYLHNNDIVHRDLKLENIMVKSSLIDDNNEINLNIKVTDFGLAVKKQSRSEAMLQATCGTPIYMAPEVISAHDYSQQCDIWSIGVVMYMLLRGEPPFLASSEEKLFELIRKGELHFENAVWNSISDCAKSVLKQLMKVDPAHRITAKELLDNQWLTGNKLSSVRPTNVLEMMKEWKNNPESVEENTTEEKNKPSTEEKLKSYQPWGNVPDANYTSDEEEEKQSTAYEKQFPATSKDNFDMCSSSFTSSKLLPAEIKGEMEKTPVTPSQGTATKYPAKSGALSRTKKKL
# OX1R FRET antag – antagonists of human orexin 1 receptor (OX1R) | OX1R-expressing cells, FRET antagonist read-out | O43613 | inhibition, % at 6.6 µM | AID 485270 | 330,000 compounds, 1.8% hits; in the data active = inhibition mostly above about 38%, no sharp cut-off; inactive = mostly below about 40%;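 note: 0% = agonist challenge alone and 100% = reference antagonist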
# Target sequence (O43613 whole entry, looked up): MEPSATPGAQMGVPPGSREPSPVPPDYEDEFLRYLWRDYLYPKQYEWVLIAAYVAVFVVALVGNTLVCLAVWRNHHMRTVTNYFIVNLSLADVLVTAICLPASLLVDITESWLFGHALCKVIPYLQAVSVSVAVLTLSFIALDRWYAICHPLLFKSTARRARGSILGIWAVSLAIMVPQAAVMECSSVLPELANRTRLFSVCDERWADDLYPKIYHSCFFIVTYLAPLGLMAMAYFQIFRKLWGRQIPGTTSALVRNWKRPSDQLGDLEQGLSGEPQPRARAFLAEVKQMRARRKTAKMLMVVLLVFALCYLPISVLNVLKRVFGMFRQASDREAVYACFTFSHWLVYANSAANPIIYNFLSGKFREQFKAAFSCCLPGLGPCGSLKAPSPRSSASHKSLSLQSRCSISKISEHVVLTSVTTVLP
# Starred values were filed as active, the others as inactive; . = no result given.
SMILES,STK33 kinase inh,OX1R FRET antag
Cc1cc(C)nc(SCNC(=O)c2ccc(Cl)cc2)n1,1.2,-0.6
COc1ccc(N(C)S(=O)(=O)c2cccc(C(=O)Nc3ccc(-n4cnnn4)cc3)c2)cc1,-4.0,16.6
CC(C)c1cc(NC(=O)CSc2nnc(-c3ccccc3F)n2C)on1,-1.3,4.8
CC(CC(=O)c1cccs1)CC(=O)c1cccs1,0.1,6.5
O=C(c1ccncc1)c1ccc(NS(=O)(=O)c2ccc(Br)s2)cc1,-0.8,25.9
O=C(COC(=O)c1ccccc1O)Nc1cccc2ccccc12,-1.3,-2.3
CC(C)(C)c1ccc(/C=C2/SC(N3CCCC3)=NC2=O)cc1,1.4,7.6
CCCN(Cc1ccco1)S(=O)(=O)c1ccc(OC)c(OC)c1,-0.4,6.3
Cc1nc(NC(=O)CSc2nc3cccnc3n2Cc2ccccc2)sc1C,-0.2,22.0
COc1ccc(-c2cn3c(C)c(C(=O)NC(C)C)sc3n2)cc1,-0.3,21.2
CC(=O)Nc1ccccc1OCc1cnc(Cl)s1,-0.7,11.0
COc1ccc(NC(=O)c2ccc(NC(=O)c3nc4nccc(C)n4n3)cc2)cc1,-1.0,-0.6
O=CN(CCN(C=O)CN1CCCCC1)CN1CCCCC1,-0.5,7.6
COc1ccc(NC(=O)CSc2nnnn2C)cc1S(=O)(=O)N1CCCCC1,.,-0.8
COc1ccccc1NC(=S)NCCSc1ccc(Cl)cc1,-0.2,26.9
COc1cccc(CC(C(=O)Nc2cc(C)ccc2C)c2nn[nH]n2)c1OC (stereo unspecified),-2.7,11.9
CCN1CCN(CC(=O)c2ccc(OC)cc2)CC1,-1.7,3.3
O=C(COC(=O)C1=NNC(=O)CC1)NCCc1ccccc1,0.0,11.2
CC1=C(C)CC(C(=O)N2CCN(C/C=C/c3ccccc3)CC2)C(C(=O)O)C1 (stereo unspecified),-2.2,11.7
Cc1ccc2nc(N(CCCN(C)C)C(=O)c3sc4ccccc4c3Cl)sc2c1,0.0,8.1
CC(=O)/C(=N\Nc1ccccc1)Sc1cccc2cccnc12,0.5,20.7
Cc1ccc(NC(=O)CN(C)C(=O)c2cc(-c3cccs3)nn2-c2ccccc2)cc1,-1.2,4.3
CCCCN1C(=O)NC(NC(C)=O)(C(F)(F)F)C1=O (stereo unspecified),0.5,16.0
O=C(Nc1nnc(SCc2cccnc2)s1)C1CC(=O)N(c2ccccc2)C1 (stereo unspecified),0.3,21.5
CCc1cccc(NC(=O)c2cccc3c2C(=O)N(C2CCCCC2)C3)c1,1.6,16.1
O=C(O)c1ccccc1-n1c(-c2ccccc2)cc2c1CCCC2=O,-0.6,33.0
CCOc1ccc(NC(=S)N(CC)Cc2ccccc2)cc1,-2.2,12.2
COC(=O)CS(=O)(=O)c1cccc2cccnc12,-0.6,16.6
O=c1[nH]c(-c2cccnc2)nc2sc(-c3ccccc3)cc12,-0.1,9.8
O=C(/C=C/Nc1ccc(F)cc1)c1ccc(Oc2ncccn2)cc1,-6.3,12.7
Cc1cc(C)c(OCCCCN(C)Cc2ccccc2)c(C)c1,-4.3,-5.5
COc1ccc(C(=O)N2CCC(c3ccccc3)CC2)c(OC)c1OC,3.7,27.2
COc1ccc2c(c1)OC(O)(C(F)(F)C(F)F)CC2=O (stereo unspecified),-0.2,3.9
COc1ccc(OCC(=O)Nc2ccccc2OC(F)F)cc1,0.4,16.0
Nc1ccc(-n2nnnc2CN2CCOCC2)cc1,-1.2,2.7
Cc1cc2ncn(S(=O)(=O)N(C)C)c2cc1C,2.0,5.7
CC/C(O)=C1\C(=O)CC(C)(C)CC1=Nc1ccccc1C,0.1,14.3
O=C(Nc1c(C(=O)N2CCC(N3CCCCC3)CC2)oc2ccccc12)c1c(F)cccc1F,0.1,7.1
CCN(CC)c1ccc(C2CC(=O)NC3=C2C(=O)CC(C)(C)C3)cc1 (stereo unspecified),-2.2,13.4
COC(=O)c1ccc(C(=O)OC)c(NC(=O)CN2CCC(C)CC2)c1,0.3,6.3
COc1cccc(CNC(=O)C2CCN(C(=O)N3CC(C)Oc4ccccc43)CC2)c1 (stereo unspecified),-0.8,-2.4
C=CCNc1nc(Cl)nc(Nc2ccc([N+](=O)[O-])cc2)n1,-1.4,15.1
COc1ccc(/C=C/C(=O)N2CCCc3ccccc32)c(OC)c1,0.3,18.8
Cc1onc(-c2c(F)cccc2Cl)c1C(=O)NC(=S)NC1CCSC1=O (stereo unspecified),-0.5,17.2
CC(=O)c1ccc(Nc2nc3ccc(C)cc3n3cnnc23)cc1,-1.0,-0.9
CN(C)S(=O)(=O)c1cccc(C(=O)Nc2ccccc2)c1,1.2,3.2
CN(C)C(=O)c1ccc(NC(=O)COc2ccc([N+](=O)[O-])cc2)cc1,-2.2,12.0
CCN1CCN(c2ccc(S(=O)(=O)N3CCCCC3)cc2NC(=O)c2cccc(C)c2[N+](=O)[O-])CC1,.,12.4
COc1ccc(NS(=O)(=O)c2cc3c(cc2C)NC(=O)CO3)c(OC)c1,1.6,-3.3
Cc1cccc(Oc2ccc(NC(=O)C3=CC=CN4CCS(=O)(=O)N=C34)cc2)c1,-1.3,2.6

# Some of the entries above in a different format.
compound | STK33 kinase inh | OX1R FRET antag
Cc1onc(-c2c(F)cccc2Cl)c1C(=O)NC(=S)NC1CCSC1=O (stereo unspecified) | -0.5 | 17.2
CC(=O)c1ccc(Nc2nc3ccc(C)cc3n3cnnc23)cc1 | -1.0 | -0.9
CN(C)S(=O)(=O)c1cccc(C(=O)Nc2ccccc2)c1 | 1.2 | 3.2
CN(C)C(=O)c1ccc(NC(=O)COc2ccc([N+](=O)[O-])cc2)cc1 | -2.2 | 12.0
CCN1CCN(c2ccc(S(=O)(=O)N3CCCCC3)cc2NC(=O)c2cccc(C)c2[N+](=O)[O-])CC1 | . | 12.4
COc1ccc(NS(=O)(=O)c2cc3c(cc2C)NC(=O)CO3)c(OC)c1 | 1.6 | -3.3

# Reformatted with two lines to a compound: 4 of the compounds above.
# Fields: STK33 kinase inh, OX1R FRET antag
CN(C)S(=O)(=O)c1cccc(C(=O)Nc2ccccc2)c1
→ 1.2, 3.2
COc1ccc(/C=C/C(=O)N2CCCc3ccccc32)c(OC)c1
→ 0.3, 18.8
COc1cccc(CNC(=O)C2CCN(C(=O)N3CC(C)Oc4ccccc43)CC2)c1 (stereo unspecified)
→ -0.8, -2.4
COc1ccc(NS(=O)(=O)c2cc3c(cc2C)NC(=O)CO3)c(OC)c1
→ 1.6, -3.3

# (continued)
SMILES,STK33 kinase inh,OX1R FRET antag
Cc1ccc(NC(=O)N2CCC(NC(=O)c3ccco3)CC2)cc1,5.1,8.4
CC1CCCCC1NCc1cccc([N+](=O)[O-])c1 (stereo unspecified),-0.7,19.9
CCN(CC)CCn1c2c(c(SCC(=O)Nc3ccccc3Cl)nc1=O)CCCC2,-0.6,4.6
CCCCN(C(=O)c1cccs1)C1CCS(=O)(=O)C1 (stereo unspecified),-1.6,12.5
Cc1ccc(OCCSc2nc3ncnc(N)c3[nH]2)cc1,-0.7,99.3*
CN(C)c1ccc(C(=O)NCc2ccc3c(c2)CCO3)cc1,-2.0,4.8
O=C(CN(C1CCCCC1)S(=O)(=O)c1ccc(Cl)cc1)NCCCO,1.2,18.8
COc1cc2c(cc1OC)CC(=O)N(C)CC2,-1.6,21.8
Cc1ccc(CCNC(=O)C2CCCN(C(=O)N(C)C)C2)cc1 (stereo unspecified),-1.1,12.5
COc1cccc(/C=N/Nc2nn3cnnc3c3ccccc23)c1O,-1.0,36.1
COc1cccc(SCC2CSc3nc4ccccc4c(=O)n32)c1 (stereo unspecified),-1.1,9.5
COc1ccc(C(=O)n2nc(C)cc2Nc2ccccc2)cc1,2.2,-1.4
O=C(CSc1nnc2ccccn12)Nc1ccc(N2CCOCC2)cc1,-0.2,0.2
CN(C1=NS(=O)(=O)c2ccccc21)c1ccc(OC(=O)c2ccncc2)cc1,-0.9,18.1
CN(C)CCNC(=O)Cc1ccc([N+](=O)[O-])cc1,-2.4,21.9
Cc1cccc(C2c3[nH]c4ccccc4c3CCN2C(=O)Cc2n[nH]c(C)n2)n1 (stereo unspecified),2.3,10.0
COc1ccccc1-c1sc2cc3c(cc2c1-c1ccc(O)cc1)OCO3,-0.1,-5.8
O=C1C(=O)N(Cc2ccco2)C(c2cccc(Cl)c2)/C1=C(\O)c1ccc2c(c1)OCCO2 (stereo unspecified),-0.1,62.3
Cc1noc(C)c1CSc1nnc(-c2cc(Cl)ccc2Cl)n1N,0.8,41.7
COc1ccc(OC)c(C2C(C#N)=C(N)Oc3cc(N)ccc32)c1 (stereo unspecified),-0.5,8.8
COc1ccc(S(=O)(=O)NCc2ccc(F)cc2)cc1OC,-0.1,4.2
Cc1nnc(SCC(=O)N(C)C2CCCCC2)n1C,0.6,4.8
COC(=O)[C@@]1(Cc2ccc(F)cc2)[C@H]2c3cc(C(=O)N4CCCC4)n(CCc4c[nH]c5ccc(OC)cc45)c3C[C@H]2CN1C(=O)c1ccccc1,1.8,25.0
S=C1N(c2ccccc2)C(c2ccc(Br)cc2)N2CCCN12 (stereo unspecified),-0.8,21.5
COc1cccc(NC(=O)NC2CCN(Cc3nnnn3Cc3ccc(F)cc3)CC2)c1,-2.1,14.8
Nc1ccc(C(=O)OCC(=O)Nc2cccc(S(=O)(=O)NC3=NCCCCC3)c2)cc1[N+](=O)[O-],0.4,7.1
Cc1cc(Nc2ccc(F)cc2Cl)n2ncnc2n1,1.1,10.9
S=C(Nc1ccc2c(c1)OCO2)N1CCCC1,1.5,5.9
CN(C)S(=O)(=O)c1ccc(N2CCCC2)c(C(=O)NCC2CCCCC2)c1,-1.9,11.0
O=C(COc1ccccc1Cl)N1CCN(C(=O)c2ccco2)CC1,0.2,13.9
CCN(C[C@H]1N[C@@](Cc2ccccc2)(C(=O)OC)[C@H]2C(=O)N(Cc3ccccc3)C(=O)[C@@H]12)C(=O)Nc1ccc(C(F)(F)F)cc1,-2.7,36.9*
O=C(NCc1nc2ccccc2[nH]1)C1=C[C@H](c2ccccc2)C[C@H](OCc2ccc(CO)cc2)O1,-0.7,13.2
COc1ccc(CCNc2ccc(N3C(=O)CC(C)C3=O)cc2[N+](=O)[O-])cc1OC (stereo unspecified),-1.4,58.6
O=C(COC(=O)Cc1c(Cl)cccc1Cl)Nc1ccccc1-c1ccccc1,1.1,14.9
COc1ccc(NS(=O)(=O)c2ccc(NC(=O)c3ccc(N(C)S(C)(=O)=O)cc3)cc2)c(OC)c1,-2.3,8.9
c1ccc(-c2nnc3n2CCCC3)cc1,-0.6,-0.2
Cc1ccc2nc(N3CC(C)OC(C)C3)nc(-c3ccccc3)c2c1 (stereo unspecified),-1.5,18.3
CC(C)(C)c1ccc(/C=N/NC(=S)NCc2ccccc2)cc1,.,18.4
Cc1nnc(SCC(=O)NC2CC2)n1CCc1ccccc1,-1.7,21.0
CCOc1cc(/C=N/N=C(N)N)ccc1OCc1ccc(Cl)cc1,0.6,16.3
CC(C)COC(=O)Cn1cnc2ccc(Br)cc2c1=O,-0.6,13.4
Cc1cccc(C(=O)O[C@H]2[C@H](C)NS(=O)(=O)[C@H]3CC4C=C[C@]23O4)c1,-1.2,12.6
O=C(/C=C/c1cccc(F)c1)OCC(=O)N1CCc2ccccc21,2.3,1.0
CCOc1ccccc1-n1c(=S)sc2c(=O)n(-c3ccc(F)cc3)c(SCC(=O)O)nc21,0.0,3.6
CCOC(=O)C1(CC2CCCCO2)CCN(C(=O)Nc2ccc(C)c(C)c2)CC1 (stereo unspecified),1.9,24.3
NNc1nc2cccnc2n(CCNc2ncc(C(F)(F)F)cc2Cl)c1=O,-0.4,18.8
CCc1noc(C)c1C(=O)N1CCN(S(=O)(=O)c2cccc(C(F)(F)F)c2)CC1,-1.0,8.6
CC(=O)c1cc(-c2ccccc2)n(CCC(=O)NC2CCCC2)c1C,-0.6,9.3
Cn1cnc2c1c(=O)n(Cc1ccc(F)cc1Cl)c(=O)n2C,-1.1,0.6
Cc1occc(=O)c1OC(=O)Nc1ccc(Cl)c(Cl)c1,-1.6,14.2
# (further entries)
SMILES,STK33 kinase inh,OX1R FRET antag
FC(F)(F)c1cc(C(F)(F)F)n2nc(-c3sccc3-n3cccc3)cc2n1,1.0,4.0
COc1ccc2nc(SC)cc(C)c2c1,-1.8,7.0
O=C(Cc1ccc(S(=O)(=O)N2CCOCC2)s1)Oc1ccc(F)cc1,-0.1,3.5
CCOC(=O)C(C)n1cnc2c(nnn2-c2cccc(Cl)c2)c1=O (stereo unspecified),1.7,-4.0
Cc1ccc(NC(=O)c2cccc(C(F)(F)F)c2)cc1NC(=O)c1[nH]cnc1C(N)=O,-0.6,2.0
CC1CCCN(c2nc(NCc3ccco3)nc(N)c2[N+](=O)[O-])C1 (stereo unspecified),-1.3,15.2
Cc1nnc(NC(=O)CCC(=O)NC2CCCCCCC2)s1,-0.9,4.5
O=C(NNC(=S)Nc1ccccc1)c1cccc(Br)c1,-0.7,33.1
O=C(CC1C(=O)NCCN1C(=O)Nc1ccc(F)cc1)Nc1ccc(F)cc1 (stereo unspecified),-2.8,5.1
CSCC[C@H](NC(=O)[C@H](Cc1ccccc1)n1c(=O)[nH]c2ccccc2c1=O)C(=O)NCC1CCC(C(=O)O)CC1 (stereo partly specified),-1.4,9.5
Cc1ccc(CCNS(=O)(=O)c2ccc3c(c2)C(C)(C)C(=O)N3C)cc1,-1.4,9.7
Cc1nn(C(=O)c2cccc([N+](=O)[O-])c2)c(C)c1Br,-1.0,2.6
CC(=O)NCCOc1nc(N2CCCCC2)nc(N2CCCCC2)n1,-1.4,25.9
Cc1cc(C)cc(NC(=O)C2CCC(CNC(=O)[C@@H]3Cc4ccccc4CN3)CC2)c1 (stereo partly specified),1.0,13.9
COc1ccccc1Oc1cc(-n2nc(C)cc2C)ncn1,-2.7,23.7
Cc1nn(-c2ccccc2)c(C)c1NC(=O)COC(=O)CC(C)c1ccccc1 (stereo unspecified),1.3,15.2
COc1ccc(C(=O)NCCNC(=O)c2ccccn2)cc1,0.6,5.7
Cc1ccc(S(=O)(=O)NC2CC(C)(C)NC(C)(C)C2)c(C)c1C,-0.6,4.0
CCOCC(O)CS(=O)(=O)c1ccccn1 (stereo unspecified),-0.9,13.8
COCCn1c(SCC(=O)Nc2cc(C)on2)nnc1-c1c[nH]c2ccccc12,0.1,3.2
